Compound activity deposited in PubChem by National Center for Advancing Translational Sciences (NCATS).
DT40 TDP1 no CPT: qHTS for Inhibitors of human tyrosyl-DNA phosphodiesterase 1 (TDP1): qHTS in cells in absence of CPT. DT40 Tdp1-/- hTDP1 cells, no CPT, ATP luminescence, 48 h. Potency, µM (series often up to 46.2 µM), without a hit: top-dose activity change, negative = growth inhibition, usual class: inhibitors. 420,000 tested, 15% active; further: nearly all actives have a fitted effect of over 55% in size
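Stably hTDP1-transfected Tdp1-null chicken DT40 cells were treated with library compounds minus camptothecin and grown for at least 48 hr at 37 °C, after which cellular ATP was quantified by luminescence.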
DT40 TDP1 CPT: qHTS for Inhibitors of human tyrosyl-DNA phosphodiesterase 1 (TDP1): qHTS in cells in presence of CPT | chicken DT40 Tdp1-/-;hTDP1 cells + 20 nM CPT, ATP luminescence, 48 h | Potency, µM (doses to about 46.2 µM), inactives show at the top dose activity change, negative = growth inhibition, most hits filed as inhibitors | 420,000 tested, 12% active | AID 686979, 2013; further: nearly all actives have a fitted effect of over 55% in size
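Chicken DT40 Tdp1-/- cells stably complemented with human TDP1 were seeded at 400 cells/well in medium containing 20 nM camptothecin, exposed to pin-transferred compounds, and grown at 37 °C for at least 48 hr. Viability was read as ATP luminescence.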
TDP1 inh: qHTS Assay for Inhibitors of Tyrosyl-DNA Phosphodiesterase (TDP1); Tyrosyl-DNA phosphodiesterase 1 (Homo sapiens), Q9NUW8; recombinant TDP1, AlphaScreen DNA substrate cleavage; Potency, µM (top dose mostly 130 µM), for the others: top-dose activity change, negative = inhibition, most hits filed as inhibitors; 350,000 tested, 0.28% active; further: nearly all actives have a fitted effect of over 40% in size
Target sequence (Q9NUW8 whole entry, looked up): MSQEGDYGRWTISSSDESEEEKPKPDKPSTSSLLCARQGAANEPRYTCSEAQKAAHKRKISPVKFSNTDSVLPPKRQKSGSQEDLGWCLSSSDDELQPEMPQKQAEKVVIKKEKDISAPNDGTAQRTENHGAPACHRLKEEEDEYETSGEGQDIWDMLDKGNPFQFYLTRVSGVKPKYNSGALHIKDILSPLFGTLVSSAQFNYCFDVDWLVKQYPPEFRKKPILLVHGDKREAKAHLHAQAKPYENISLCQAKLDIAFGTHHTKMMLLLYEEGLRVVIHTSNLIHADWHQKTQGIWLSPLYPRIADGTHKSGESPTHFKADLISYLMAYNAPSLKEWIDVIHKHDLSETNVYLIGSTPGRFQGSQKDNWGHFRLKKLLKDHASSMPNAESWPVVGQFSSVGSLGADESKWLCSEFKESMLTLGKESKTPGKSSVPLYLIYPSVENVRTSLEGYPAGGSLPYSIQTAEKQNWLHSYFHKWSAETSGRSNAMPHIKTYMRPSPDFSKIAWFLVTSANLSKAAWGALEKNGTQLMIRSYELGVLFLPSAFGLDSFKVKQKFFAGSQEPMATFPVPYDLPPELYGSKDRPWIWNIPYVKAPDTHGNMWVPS
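Enzyme-compound mixtures sat 15 min at room temperature, followed by a 5 min reaction with 15 nM final substrate and 10 min with AlphaScreen beads. Recombinant human Tdp1 was used at 1 nM final.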
An asterisk follows results filed as active; ? = inconclusive; . = not tested or not shown; [ ] = dose if it differs, or a comment. The call rests on the fitted dose curve; in most records, active means well fitted curve in the direction sought with a large enough effect; inconclusive means small, poorly fitted or top-dose-only effect, or another doubt; inactive means no such curve, though single readings can be large; an effect the other way counts as inactive or inconclusive. On the % scale 0 is the no-effect control and ±100 the full control effect; potency means the concentration at half of the fitted maximal effect.

| Structure | DT40 TDP1 no CPT | DT40 TDP1 CPT | TDP1 inh |
| --- | --- | --- | --- |
| COc1ccc(Cc2c[nH]c(=O)[nH]c2=O)cc1 | -16% | -5% | 2% |
| NCCCC[C@@H]1NC(=O)c2cc([N+](=O)[O-])cc(I)c2SC[C@@H](C(N)=O)NC(=O)[C@H](CCC(N)=O)NC1=O | 31%[activator] | 2% | 4% |
| COCCN(CCOC)c1nc(S(=O)(=O)c2ccc(C)cc2)c(Cl)s1 | ? | ? | -2% |
| CN(Cc1ccccc1)S(=O)(=O)c1ccc2[nH]c3c(c2c1)CCCCC3 | 16µM* | ? | -4% |
| COc1ccccc1N1C(=O)CC(c2ccccc2)CC1=O | -9% | -3% | 0% |
| COCCOC(=O)C(C#N)c1nc2ccccc2nc1N1CCN(Cc2ccccc2)CC1 (stereo not given) | 16µM* | 23µM* | 7% |
| CN(C)CCCNC(=S)N1CCC(C(=O)c2ccc(Cl)cc2)CC1 | 16µM* | 23µM* | . |
| COc1ccc(CCNC(=O)COC(=O)CSc2ccc([N+](=O)[O-])cc2)cc1OC | 8% | 0% | 2% |
| Cc1[nH]c(=O)[nH]c(=O)c1NC(=O)c1ccc(OC(C)C)cc1 | -1% | -11% | -3% |
| Clc1cccc(-n2ncc3c(Nc4ccc5c(c4)OCCO5)ncnc32)c1 | ? | ? | 8% |
| COc1ccc(Br)cc1CN(C)CC(=O)NCc1ccc(F)cc1 | 18µM* | ? | . |
| COc1ccc(-c2oc3c(c2C(=O)OCCO)C(OCCO)CCC3)cc1 (stereo not given) | ? | ? | . |
| O=[N+]([O-])c1ccc(C(O)CN2CCOCC2)cc1 (stereo not given) | -2% | 2% | 15% |
| CCc1cc2c(Nc3ccccc3O)nc(C)nc2s1 | ? | -23% | . |
| N#CNC(N)=Nc1cccc(Cl)c1 | -25% | -8% | 4% |
| COc1ccc(CC(=O)Nc2ccc3nc(Nc4cccc(Cl)c4)cc(C)c3c2)cc1OC | 16µM* | 18µM* | 6% |
| COc1ccc(-c2noc(CN3CCOCC3)n2)cc1OC | -3% | 5% | 7% |
| COc1cc(NS(=O)(=O)c2ccc(C)cc2)c2c(c1N)C(=O)c1ccccc1C2=O | -14% | -7% | . |
| OC[C@@H]1CN(Cc2ccccc2)C[C@H](n2ccc3c(N4CCCC4)ncnc32)O1 | ? | -7% | . |
| CCOC(=O)C1=C(COC(=O)C(CC)c2ccccc2)NC(=O)NC1C (stereo not given) | -4% | -19% | 2% |
| Cc1ccc(S(=O)(=O)N2C[C@@H]3[C@H]4CC[C@H](C4)[C@@H]3[C@@H](C)[C@@H]2c2cn(Cc3ccccc3)c3ncccc23)cc1 | 21µM* | 23µM* | 0%[56.1 µM] |
| Cn1c(=O)c(C(=O)NC2CCCCCCC2)c(O)c2ccccc21 | 21µM* | 21µM* | 0% |
| COc1c(NC=O)c2c(c([N+](=O)[O-])c1OC)C(=O)OC2 | -11% | -13% | . |
| O=C(Nc1ccccc1)c1cc(Cl)nc2ccccc12 | ? | -9% | -1% |
| CCCc1c(C(=O)N/N=C(\C)CCc2ccc(OC)cc2)nnn1-c1nonc1N | 15% | -9% | 2% |
| CCc1nc2ccc(C(=O)NCCC(C)C)cn2c1N(CC)CCOC | 21µM* | ? | . |
| CC(=O)Oc1c(S(=O)(=O)c2ccc(C)cc2)c(C)nn1C(C)(C)C | -12% | -4% | 4% |
| COc1ccc(/C=C/c2ccc3cccc(O)c3n2)cc1Br | 5.2µM* | 5.8µM* | . |
| COc1ccc(C2C=C(c3ccc(Cl)cc3)Nc3nc(-c4ccc(Cl)cc4)nn32)cc1 (stereo not given) | 4.6µM* | 8.2µM* | . |
| Cc1cccc(OCCCC(=O)NC2CCCCC2)c1 | -20% | -14% | 4% |
| CSc1nn(CC(=O)Nc2cc(C)ccc2C)c(N)c1S(=O)(=O)c1ccccc1 | 6.5µM* | ? | 0% |
| CCN(CC)N=Nc1ccc(C(=O)O)cc1 | -7% | -19% | 3% |
| O=C(Cc1c(F)cccc1Cl)Nc1cc(S(=O)(=O)N2CCCCC2)ccc1N1CCOCC1 | 16µM* | ? | 6% |
| Cc1ccc(Cl)cc1N1CCN(C(=O)c2cc3ccc4cccnc4c3[nH]2)CC1 | ? | ? | 3% |
| CCc1nc2cccnc2n1-c1ccc(CC(=O)Nc2cccc(C)c2C)cc1 | ? | ? | 8% |
| Cc1cccc(C)c1NC(=O)c1cnn(-c2ccccc2)c1C | -12% | -18% | 3% |
| CC1=C(C(=O)OC2CCCCC2)C(c2cccnc2)n2nnnc2N1 (stereo not given) | 12µM* | 8.2µM* | -5% |
| C=C(C)Cn1c(SCC(=O)N/N=C/c2c(O)ccc3ccccc23)nc2ccccc2c1=O | 6.5µM* | 7.3µM* | 6% |
| COc1ccc(NC(=O)Cn2nnnc2-c2ccccc2F)c(C)c1 | -1% | -6% | -5% |
| CN1CCN(S(=O)(=O)c2ccc(Br)c3nsnc23)CC1 | ? | -10% | 5% |
| CCNC(=O)COC(=O)/C=C/c1c(C)nn(Cc2cccc(OC)c2)c1Cl | -27% | -9% | 0% |
| Cc1cc(=O)n2nc(N3CCC(C(=O)Nc4ccc(C(C)C)cc4)CC3)sc2n1 | ? | ? | 8% |
| Cc1oc(C)c2c(=O)ccc3c(c12)OC(N)=C(C#N)C3c1ccc(F)cc1 (stereo not given) | ? | ? | 1% |
| Cc1nc2ccccn2c1C(=O)NNC(=S)Nc1ccc(Cl)cc1 | 18µM* | ? | 8% |
| CCOc1ccccc1CNCCSc1nnnn1C | -23% | -6% | 7% |
| Cc1ccc(S(=O)(=O)N(C)C)cc1NC(=O)C1Cc2ccccc2CN1C(=O)c1ccco1 (stereo not given) | 0% | -1% | 6%[0.0935 µM] |
| O=C(O)CC(c1cccc(O)c1)N1Cc2ccccc2C1=O (stereo not given) | -22% | 10% | . |
| COc1ccc2sc3c(=O)[nH]c4ccccc4c3c2c1 | 1.6µM* | 5.8µM* | 2% |
| CC(C)N1C[C@@H](NCc2ccccc2O)C[C@H]1C(=O)N1CCN(c2cccc(C(F)(F)F)c2)CC1 | 18µM* | -8%[9.04 µM] | . |
| CCCCCCCCCCCCC(=O)N1CCCC[C@H]1CNC(=O)[C@@H](N)CCCCN | 21µM* | 13µM* | 13%[56.1 µM] |
| COc1cccc(N=Cc2ccc(O)cc2O)c1 | -8% | -6% | 4% |
| CC(=O)c1ccccc1NS(=O)(=O)c1ccccc1Cl | -3% | 7% | 1% |
| Cc1ccccc1NC(=O)c1c(C)nn(-c2ccccc2)c1Cl | -21% | 13% | -8% |
| O=C(NC(=S)Nc1ccccc1)c1cc(-c2ccccc2)nc2ccccc12 | ? | 29µM* | -7% |
| Cc1ccnc(NS(=O)(=O)c2ccc(NC(=O)c3ccc([N+](=O)[O-])s3)cc2)n1 | ? | ? | -1% |
| Cc1ccc(-n2nc3c(c2NC(=O)CC(C)C)CS(=O)C3)cc1 (stereo not given) | -2% | 0% | . |
| CCCC[C@@H]1C[C@H]1[C@@H](NC(=O)c1ccco1)c1ccccc1C(F)(F)F | ? | ? | . |
| NC(=O)C1CCN(S(=O)(=O)c2cccc(C(=O)O)c2)CC1 | 16% | 1% | 2% |
| O=C1c2ccccc2C(=O)C1(CO)c1ccccc1 | 2% | -12% | 11% |
| Cc1cc(OCC(O)CN2CCCC2)ccc1C(C)C (stereo not given) | -27% | -17% | . |

(listing goes on)
| Structure | DT40 TDP1 no CPT | DT40 TDP1 CPT | TDP1 inh |
| --- | --- | --- | --- |
| COc1cccc(C(c2sc3nc(-c4ccco4)nn3c2O)N2CCC(C)CC2)c1 (stereo not given) | -12% | 7% | 5% |
| CS(=O)(=O)N1CCN=C1SCc1cccc(F)c1 | -20% | 17% | 2% |
| CN(C)C(=O)CCc1ccc2c3c([nH]c2c1)[C@]1(CCC2CCCC2)[C@@H](C(=O)N2CCOCC2)C[C@H](CC(=O)NCCc2ccccn2)C(=O)N1CC3 | 3% | -6% | 1%[56.1 µM] |
| COc1ccc(C(=O)N2CCNC(=O)C2CC(=O)Nc2cc(Cl)ccc2OC)cc1 (stereo not given) | -4% | -2% | 6% |
| COC(=O)CC1NCCNC1=O (stereo not given) | 0% | 8% | -4% |
| COc1ccccc1CNC(=O)C1CCN(S(=O)(=O)c2ccc3c(c2)OCCCO3)CC1 | -21% | ? | 0% |
| Cc1ccc(/C(O)=C2/C(=O)C(=O)N(c3ccccn3)C2c2ccc([N+](=O)[O-])cc2)cc1 (stereo not given) | ? | -27% | . |
| CC/C(=C/c1ccccc1)c1cc(Oc2ccccc2)cc2oc3ccccc3c12 | -17% | -10% | . |
| COc1ccccc1CCC(=O)OCC(=O)Nc1cc(S(=O)(=O)N2CCOCC2)ccc1C | -10% | -25% | . |
| Cc1ccc(OCC(=O)O/N=C(\N)c2ccncc2)cc1C | -23% | -8% | -1% |
| O=C(Nc1ccc2c(c1)CCC2)c1cccc(S(=O)(=O)N2CCN(c3ccc(F)cc3)CC2)c1 | ? | ? | 4% |
| C=CCS(=O)(=O)N1CCCC(N(C)CCc2ccc(OC)c(OC)c2)C1 (stereo not given) | -5% | -6% | . |

Reprinted at random: four records from the list.
| Structure | DT40 TDP1 no CPT | DT40 TDP1 CPT | TDP1 inh |
| --- | --- | --- | --- |
| COc1ccc(C(=O)N2CCNC(=O)C2CC(=O)Nc2cc(Cl)ccc2OC)cc1 (stereo not given) | -4% | -2% | 6% |
| Cc1ccc(/C(O)=C2/C(=O)C(=O)N(c3ccccn3)C2c2ccc([N+](=O)[O-])cc2)cc1 (stereo not given) | ? | -27% | . |
| CC/C(=C/c1ccccc1)c1cc(Oc2ccccc2)cc2oc3ccccc3c12 | -17% | -10% | . |
| CS(=O)(=O)N1CCN=C1SCc1cccc(F)c1 | -20% | 17% | 2% |

Later entries.
| Structure | DT40 TDP1 no CPT | DT40 TDP1 CPT | TDP1 inh |
| --- | --- | --- | --- |
| CC(=O)c1cccc(S(=O)(=O)Nc2ccc(N3CCOCC3)cc2)c1 | -17% | -5% | . |
| O=C(COC(=O)c1ccc(NC(=O)C2CC=CCC2C(=O)O)cc1)c1ccccc1 (stereo not given) | 9% | 15% | . |
| CCCNC(=O)Cc1ncn[nH]1 | -3% | 6% | 1% |
| COc1ccc(N/N=C(/Oc2ccc([N+](=O)[O-])cc2)C(C)=O)cc1 | -21% | 2% | 2% |
| Cc1cc(C)c(C#N)c(N2CCC(C(N)=O)CC2)n1 | 0% | -10% | 2% |
| Cc1ccc(Oc2c(C=O)c3ccccc3n2C)cc1 | ? | 3.3µM* | 0% |
| Cc1ccc(S(=O)(=O)N[C@H](C(=O)OCC(=O)N2N=C(c3ccc(Cl)cc3)CC2c2ccco2)C(C)C)cc1 (stereo not given in full) | 23µM* | 23µM* | 0% |
| O=S1(=O)N=C(Nc2ccc(O)cc2)c2ccccc21 | 5% | 5% | 3% |
| Cc1ccc(NC(=O)C2CCCN2C(=O)OC(C)(C)C)cc1C (stereo not given) | 8% | -18% | . |
| COC(=O)c1cn(CCOc2ccccc2OC)c2ccccc12 | 15µM* | 18µM* | 5% |
| N#Cc1cc(-c2ccccc2)nc(Oc2ccc(Cl)cc2)n1 | -27% | ? | . |
| COc1ccc(CNC(=O)CN2CCN(c3ccccc3)CC2)cc1 | -2% | -8% | . |
| Cn1c(=O)[nH]c(=O)c2c1nc(NCCO)n2CC(O)COc1ccccc1 (stereo not given) | -20% | -12% | 4%[12.3 µM] |
| CC(=O)N1CCCc2cc(S(=O)(=O)N3CCN(c4ccccn4)CC3)ccc21 | ? | ? | -8% |
| Cc1ccc(-c2ccc(S(=O)(=O)N3CC(C)OC(C)C3)cc2)cc1 (stereo not given) | ? | 0% | 2% |
| C=CC(=O)Nc1cccc(Oc2ccnc(Nc3ccc(N4CCN(C)CC4)cc3)n2)c1 | 16µM* | ? | . |
| CCN(CC)S(=O)(=O)c1cc(NC(=O)C2CC(=O)N(Cc3ccccc3)C2)ccc1Cl (stereo not given) | 16µM* | ? | 2% |
| CCN=C1SC(C(=O)Nc2cccc(C(=O)O)c2)CC(=O)N1CC (stereo not given) | -12% | 4% | 2% |
| Cc1cc(N2CCCC2)ccc1NC(=O)CN1C(=O)NC2(CCCCC2)C1=O | -20% | -16% | 0%[0.505 µM] |
| O=C(Nc1cccc(Cl)c1)N1CCC(CN2CCOCC2)CC1 | -22% | -12% | 5% |
| COc1ccccc1NS(=O)(=O)NC(=O)c1cn(C)c2ccccc12 | 3% | -12% | 7% |
| O=C1NCC(CN(c2ccccc2)c2ccccc2)O1 (stereo not given) | -20% | ? | -1% |
| Cc1ccc(-c2nnc(N3CCN(C(=O)Cn4c(=O)n(C)c5ccccc54)CC3)c3ccccc23)cc1 | 16µM* | ? | 2% |
| O=C(COc1ccc(F)cc1)Nc1ccccc1OCc1cc(=O)n2ccccc2n1 | 10% | 14% | 5% |
| CC(C)c1ccc2nc(N)sc2c1 | 26µM* | 20% | 4% |
